Assay outcomes deposited in PubChem by National Center for Advancing Translational Sciences (NCATS).
PNC assembly inh: blocks assembly of the perinucleolar compartment. PC3M PTB-GFP, PNC prevalence imaging, 16 h; active compounds read low. activity change (PNC), negative = inhibition, % at 10 µM. hit rate 3.1% among 140,000;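 active = readout at or below -70, meaning at least 70% loss of cells showing the perinucleolar compartment, a nuclear body marking cancer cells; inconclusive = readout between -30 and a set limit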;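 also: plate controls were DMSO wells for no effect and camptothecin positive control wells for full effect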
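PC3M cells stably expressing PTB-GFP, 750–1000 cells/well, treated 16 h at 37 °C with compound (23 nl of library stock), in duplicate. After paraformaldehyde fixation and Hoechst stain, imaged at 20x; PNC prevalence scored by image analysis.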
12-hLO inh: blocks human 12-lipoxygenase activity | Potency, µM (series often up to 57.1 µM), for the others: at the highest dose activity change, negative = inhibition, hits mostly inhibitors | AID 1452 | P18054 | hit rate 0.12% among 150,000 | purified 12-hLO, xylenol orange hydroperoxide absorbance; also: potency is read from the fitted curve at half-maximal effect; nearly all actives have a fitted effect of over 55% in size; many of its hits are not listed in these tables
Target sequence (P18054 whole entry, looked up): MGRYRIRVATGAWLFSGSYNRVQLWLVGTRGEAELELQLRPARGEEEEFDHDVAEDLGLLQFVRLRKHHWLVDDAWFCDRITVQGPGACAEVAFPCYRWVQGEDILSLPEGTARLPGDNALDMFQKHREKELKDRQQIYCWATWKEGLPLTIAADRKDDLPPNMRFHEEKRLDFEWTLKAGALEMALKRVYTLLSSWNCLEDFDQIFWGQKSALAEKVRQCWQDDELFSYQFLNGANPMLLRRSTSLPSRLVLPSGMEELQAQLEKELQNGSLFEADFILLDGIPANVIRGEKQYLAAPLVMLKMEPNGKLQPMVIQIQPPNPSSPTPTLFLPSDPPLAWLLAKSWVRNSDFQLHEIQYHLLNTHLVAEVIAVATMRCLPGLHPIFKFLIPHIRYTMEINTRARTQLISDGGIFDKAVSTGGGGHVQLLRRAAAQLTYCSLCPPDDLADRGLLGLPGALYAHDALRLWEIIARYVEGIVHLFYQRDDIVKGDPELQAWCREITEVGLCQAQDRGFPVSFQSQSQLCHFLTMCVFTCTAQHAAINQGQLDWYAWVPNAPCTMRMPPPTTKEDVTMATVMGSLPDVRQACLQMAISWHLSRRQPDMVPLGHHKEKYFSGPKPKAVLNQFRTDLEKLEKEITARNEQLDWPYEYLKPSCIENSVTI
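150 nM 12hLO, 25 mM Hepes pH 7.0 + 0.01% Triton X-100; cpd preinc 15 min RT; 40 uM arachidonic acid, 30 min RT; Fe-XO 30 min; A573/A405 ratio as read-out.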
15-hLO-2 inh: 15-hLO-2 (ALOX15B) enzyme inhibition; hit rate 0.56% among 110,000; O15296; Potency, µM (titrated, usually from 57.1 µM), without a hit: at the top dose activity change, negative = inhibition, most hits filed as inhibitors; purified 15hLO-2, xylenol orange hydroperoxide absorbance; also: potency is read from the fitted curve at half-maximal effect; nearly all actives have a fitted effect of over 60% in size; many of its hits are not listed in these tables
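Enzyme 50 nM, AA 45 uM, 25 mM Hepes pH 7.5 + 0.01% Triton X-100; cpd preinc 15 min RT, rxn 90 min RT; stop/detect with 200 uM XO + 300 uM Fe(II) in 50 mM H2SO4, 30 min; A573/A405.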
IMPase inh: cell-permeable inhibitors of inositol monophosphatase (IMPase); AID 901; 120,000 tested, under 10 active; P97697; CHO-M1 cells, IP1 accumulation, HTRF TR-FRET ratio; inhibition (IP1 accumulation), % at 46.1 µM; active = well fitted curve in the direction sought with a large enough effect in the signal ratio, not every such curve was filed as active; inconclusive = small, poorly fitted or top-dose-only effect, or a change in a side signal; inactive = no such curve, though single readings can be large or run the other way; the % refers to the signal ratio;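 also: cells stimulated with carbachol in lithium chloride buffer; plate controls were DMSO basal wells for no effect and reference inhibitor wells for full effect; higher means more IMPase inhibition seen as more IP1 and lower FRET ratio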
Target sequence (P97697 whole entry, looked up): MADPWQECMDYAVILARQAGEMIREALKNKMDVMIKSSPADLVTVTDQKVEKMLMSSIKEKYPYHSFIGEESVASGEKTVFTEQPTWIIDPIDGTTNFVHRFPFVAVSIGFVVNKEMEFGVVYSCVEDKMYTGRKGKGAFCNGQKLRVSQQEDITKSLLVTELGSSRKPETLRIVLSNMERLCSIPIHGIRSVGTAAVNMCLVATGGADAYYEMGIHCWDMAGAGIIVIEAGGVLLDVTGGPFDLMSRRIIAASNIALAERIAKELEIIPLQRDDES
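In this qHTS, compounds (final up to 46 uM) act on CHO-M1 cells that are then activated through the M1 receptor with carbachol, in pH 7.4 buffer containing 50 mM LiCl, for 30 min. IP1 accumulation is quantified by the IP-One immunoassay.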
An asterisk follows results filed as active; ? = inconclusive; . = not tested or not shown; [ ] = remark or other dose. Unless noted, calls follow the shape of the dose curve; as a rule, active = well fitted curve in the direction sought with a large enough effect; inconclusive = small, poorly fitted or top-dose-only effect, or another doubt; inactive = no such curve, though single readings can be large; an effect the other way counts as inactive or inconclusive. Unless noted, % is scaled to controls: 0 for no effect and ±100 for the full control effect. Some of the compounds tested. The share of hits here may be higher or lower than overall.

Values run as follows: PNC assembly inh	12-hLO inh	15-hLO-2 inh	IMPase inh
COC(=O)c1ccc2nc(Nc3nc4ccc(F)cc4s3)sc2c1
    -18	-3%	.	3
CC(C)C(c1nnnn1C1CCCC1)N1CCCc2ccccc21 (stereo not given)
    -100*	-1%	.	-6
O=C(Nc1nc(N2C(=O)c3ccccc3C2=O)n(-c2ccccc2)n1)c1ccc(F)cc1
    17	1%	35%[activator]	12
CCn1c(CNC(=O)Cc2ccc(OC)cc2)nnc1SCC(=O)c1ccc(Br)cc1
    -5	-6%	5%	-7
Cc1ccc(C(=O)NC(C)CCc2ccccc2)cc1[N+](=O)[O-] (stereo not given)
    54	-2%	7%	10
CC(C)(C)c1cc(Br)ccc1OCC(=O)Nc1ncn[nH]1
    1	-2%	33%[activator]	-2
CC(=O)N1CCC(N(C(=O)Nc2ccc(F)cc2)C2CCCC2)CC1
    24	-3%	2%	4
COc1ccc(Nc2ncc3c(n2)CC(c2ccc(OC)cc2)CC3=O)cc1 (stereo not given)
    0	-7%	6%[2.29 µM]	6
CCOC(=O)N1CCN(c2c(Nc3ccc4c(c3)OCCO4)c(=O)c2=O)CC1
    -1	-4%	2%	22
O=C(c1ccc(CS(=O)(=O)c2ccc(Br)cc2)o1)N1CCN(c2ncccn2)CC1
    ?	-9%	4%	2
CCC1Oc2ccc(C)cc2N(CC(=O)N(Cc2ccc3c(c2)OCO3)CC2CCCO2)C1=O (stereo not given)
    7	-7%	-3%	17
O=C(NCCNC(=O)c1cc(OCC(F)(F)F)ccc1OCC(F)(F)F)Nc1cccc(C(F)(F)F)c1
    -19	-7%	3%	6
COC(=O)c1cccc(-n2nnnc2SCC(=O)Nc2nc3c(s2)CCCC3)c1
    26	-8%	6%	5
CC[C@H](C)[C@@H](NC(=O)O[C@@H]1C(=O)c2cc(Br)ccc2O[C@H]1c1ccc2c(c1)OCO2)C(=O)OC
    36	-10%	.	.
Cc1ccc(S(=O)(=O)N(C)CC(=O)NCc2ccncc2)cc1
    ?	3%	-2%	?
Cc1cc(C)n(C(=O)c2cc3ccccc3c(=O)o2)n1
    82	2%	.	-6
COc1ccc(NC(=O)COc2ccc(CNCCCN3CCOCC3)cc2OC)cc1
    17	2%	6%	9
CCOC(=O)c1c(-c2cccc([N+](=O)[O-])c2)csc1NC(=O)C1CC1
    -12	-8%	3%	12
CC(NC(=O)Nc1ccccc1)C(c1cccs1)N1CCN(C)CC1 (stereo not given)
    ?	6%	9%	15
Cn1c(NCc2ccco2)nc2ccccc21
    14	1%	0%	6
CCOc1ccc(C(=O)N2CCCCCC2)cc1
    38	5%	0%	-5
c1c2c(cc3sc(N4CCOCC4)nc13)OCO2
    -6	-4%	-2%	-1
CCCOc1ccc(C(=O)Nn2c(C)nc3ccccc3c2=O)cc1
    18	-5%	2%	1
O=C(CCSCc1cccc(Cl)c1)NCCc1ccccc1
    29	-7%	.	10
CCOC(=O)CC(=O)Nc1ccc(C)cc1
    ?	-4%	-4%	4
COc1ccc2[nH]c(C)c(CCN3C(=O)OC(C)(C)C3(C)O)c2c1 (stereo not given)
    -18	-3%	-2%	-1
COc1ccc(N2C(=O)C3CCCN3C2c2cccc(Br)c2)cc1 (stereo not given)
    -12	-4%	2%	7
CC(C)NC(=O)Cn1c(SCC(=O)N2CCc3ccccc3C2)nc2ccccc21
    ?	-7%	-3%	-3
CCOC(=O)c1cc(-c2ccc(/C=N\n3cnnc3)o2)ccc1Cl
    ?	-6%	10%	-1
CC(C)OP(=O)(Nc1cccc2ccccc12)OC(C)C
    5	-1%	.	.
COc1ccc(-c2nc(-c3cccs3)c(-c3cccs3)[nH]2)cc1O
    15	-14%	-3%	-17
CCOc1cc(CN2CCN(CCOCCO)CC2)ccc1OC
    25	-4%	3%	5
O=C(O)c1cccc(CN2C(=O)SC(Nc3ccccc3)C2=O)c1 (stereo not given)
    -5	2%	-15%	-9
Cc1cc(NCc2ccc3c(c2)OCO3)n2nc(C)nc2n1
    ?	0%	.	-17
C#CCn1cc[n+](CC(=O)N(C)C)c1
    29	-4%	4%	-2
CC1CCN(CC(=O)Nc2cccc(C(=O)Nc3cccc(C(F)(F)F)c3)c2)CC1
    ?	-1%	.	.
CCN(CC)S(=O)(=O)c1ccc(NC2c3ccccc3C(=O)N2Cc2ccco2)cc1 (stereo not given)
    -20	-5%	-9%	8
O=C(CC1CCCCC1)Nc1ccccc1-c1ccccc1
    2	-5%	.	.
CCOC(=O)c1ccc(Oc2nc(NC)nc(Nc3ccccc3)n2)cc1
    8	-17%	31%[activator]	16
O=C(NNc1ccccc1)C(=O)N1CCCCC1
    18	-2%	.	-5
O=C(Nc1ccccc1C(=O)N1CCOCC1)C1CCCO1 (stereo not given)
    13	1%	0%	3
COc1ccc(-c2nn(CC(=O)N(C)C)c(=O)c3ccccc23)cc1
    18	-2%	-4%	6
CCOC(=O)c1ccc(OCc2nc(-c3cccs3)no2)cc1
    -16	-5%	6%	0
CCOC(=O)c1c(NC(=O)C2=C(C)NC(=S)NC2c2ccc(F)cc2)sc(C)c1C (stereo not given)
    -29	?	.	.
CCN(CC(=O)Nc1ccc([N+](=O)[O-])cc1OC)CC(=O)NC(C)(C)C
    -13	-3%	.	.
COc1ccc(C2=NOC(C(=O)NCc3ccccn3)C2)cc1OC (stereo not given)
    -15	2%	1%	-2
CCCc1cc(C(=O)N2CCN(S(=O)(=O)c3ccc(OC)c(OC)c3)CC2)cs1
    ?	-3%	3%	11
Cn1c(=O)[nH]c(=O)c2c1nc(N1CCCCC1)n2CCOc1ccccc1
    -22	-1%	-3%	-3
CSc1ccccc1C(=O)NCc1ccc(S(N)(=O)=O)cc1
    54	11%	-6%	0
Cc1ccc(C(=O)Nc2ccc([N+](=O)[O-])cn2)o1
    -19	-1%	.	.

Next compounds:
Values run as follows: PNC assembly inh	12-hLO inh	15-hLO-2 inh	IMPase inh
Cc1cc2cc(CNS(=O)(=O)N(C)C)ccc2[nH]1
    -13	-4%	.	-5
c1cncc(-c2cc(-c3cc(-c4cccnc4)n[nH]3)[nH]n2)c1
    .	-3%[11.4 µM]	-6%[11.4 µM]	.
COc1ccc(NC(=O)C2CCN(S(C)(=O)=O)CC2)cc1Cl
    21	8%	-1%	-8
COc1ccc2nc(N3C(=O)CC(Cc4ccc(C)cc4)C3=O)sc2c1 (stereo not given)
    48	-5%	.	4
O=C(CSc1nnc(-c2ccncc2)n1-c1ccccc1)N1CCN(c2ccc(Cl)cc2)CC1
    2	1%	-7%	2
CCOc1ccc(NC(=O)CSc2nc3ccccc3c(=O)n2CCNC(C)=O)cc1
    -107*	-6%	-6%	-7
Cc1ccc(N=Cc2sc(O)c3ccccc23)cc1
    ?	-26%	-8%[11.4 µM]	-7[1.84 µM]
O=C(CN1C(=O)c2ccccc2C1=O)N1CCN(C2c3ccccc3-c3ccccc32)CC1
    26	-4%	.	.
COC(=O)c1sccc1NC(=O)c1c(C)cc(=O)oc1C
    -28	3%	-7%	3
COc1ccc(CNC(=O)COC(=O)c2cccnc2Nc2cccc(C(F)(F)F)c2)cc1
    42	2%	1%	-4

Already shown: three of the compounds above.
Values run as follows: PNC assembly inh	12-hLO inh	15-hLO-2 inh	IMPase inh
O=C(CSc1nnc(-c2ccncc2)n1-c1ccccc1)N1CCN(c2ccc(Cl)cc2)CC1
    2	1%	-7%	2
CCOc1ccc(NC(=O)CSc2nc3ccccc3c(=O)n2CCNC(C)=O)cc1
    -107*	-6%	-6%	-7
Cc1ccc(N=Cc2sc(O)c3ccccc23)cc1
    ?	-26%	-8%[11.4 µM]	-7[1.84 µM]

Carrying on.
Values run as follows: PNC assembly inh	12-hLO inh	15-hLO-2 inh	IMPase inh
O=C(Nc1cnc2ccccc2c1)c1ccncc1
    ?	-1%	3%	4
CC1CCN(c2ccc(C(=O)NCc3ccco3)cc2[N+](=O)[O-])CC1
    23	-7%	.	.
CN(C)/C=C1/C(=O)N(c2ccc([N+](=O)[O-])cc2)N=C1c1ccccc1
    ?	-10%	.	.
COc1ccc(CCNC(=O)CSc2nnc(-c3ccccc3)o2)cc1OC
    8	-1%	6%	-2
CCOCCCNC(=O)c1ccc(CS(=O)(=O)Cc2ccccc2F)o1
    17	-2%	-2%	1
CC1CCN(C(c2cc3cc4c(cc3[nH]c2=O)OCO4)c2nnnn2CC2CCCO2)CC1 (stereo not given)
    ?	0%	-1%	1
CC1CCCN(C2=C(NS(=O)(=O)c3ccc(Cl)cc3)C(=O)c3ccccc3C2=O)C1 (stereo not given)
    ?	-3%	.	.
CC1CCN(c2ccc(NC(=O)c3cccnc3)cc2)CC1
    ?	-3%	2%	-14
Cc1c(NC2=NC(C)(C)Cc3ccccc32)c(=O)n(-c2ccccc2)n1C
    -88*	6%	.	-2
O=C(CSc1nc(O)cc(=O)n1-c1ccccc1)Nc1ccc2c3c(cccc13)CC2
    16	-24%	.	.
COc1ccccc1OCCNC(=O)c1cccs1
    53	0%	12%	0
N/C(=N\OC(=O)c1ccc(Cl)cc1)c1ccccn1
    -1	-6%	1%	3
CCOC(=O)N1CCN(S(=O)(=O)c2ccc(C(=O)Nc3nc4c(s3)CC(C)CC4)cc2)CC1 (stereo not given)
    14	-7%	-4%	-2
CC1(C)CC(=O)C2=C(C1)N(Cc1ccc(F)cc1)C(=O)C2(NC(=O)c1cccnc1)C(F)(F)F (stereo not given)
    30	4%	1%	4
CCOc1ccc(NC(=O)CCC(=O)N/N=C/c2ccc([N+](=O)[O-])s2)cc1
    -18	-1%	.	9
Cc1cccc(C)c1NC(=O)C(c1ccc(Cl)cc1Cl)N1CCCCC1 (stereo not given)
    44	3%	.	1
CCOc1cc(NS(=O)(=O)c2ccc(OC)cc2)c(OCC)cc1NC(=O)c1ccco1
    -11	3%	.	-1
CCOc1cccc(-c2nnc3n2N=C(c2cc(OC)ccc2OC)CS3)c1
    -99*	-14%	.	14
CCCCCCn1c(SCC(=O)Nc2cc(C)on2)nc2ccccc2c1=O
    41	3%	-18%	9
CCOC(=O)C1CCCN(c2c(NCCN3CCCCC3C)c(=O)c2=O)C1 (stereo not given)
    -15	1%	-2%	-5
C=CCc1cccc([C@@H]2[C@@H](C)CC[C@H]3C(=O)N4[C@@H](c5cc(OC)c(OC)c(OC)c5)c5[nH]c6ccccc6c5C[C@H]4C(=O)N23)c1
    54	-5%	.	.
CCCCOc1ccc(C(=O)N/C(=C/C=C/c2ccccc2)C(=O)NC)cc1
    20	-6%	.	.
O=C(c1nc(-c2ccccc2)n(-c2ccccc2)n1)N1CCN(S(=O)(=O)c2ccccc2)CC1
    ?	-7%	-11%	-4
COC(=O)C1=C(C)N(Cc2ccco2)C(=O)N[C@@H]1c1cccc(C(F)(F)F)c1
    31	1%	.	.
COc1ccc(-c2nnc(SCC(=O)c3cccs3)o2)c(OC)c1
    -13	-18%	12%	?
COC(=O)c1oc2ccc(Cl)cc2c1NC(C)=O
    -5	-2%	5%	-9
CCOc1ccccc1NC(=O)Cn1nnc(C(=O)Nc2ccccc2Cl)c1N
    ?	0%	-4%	2
Cc1cc2c(=O)[nH]c(Cc3ccccc3)nc2s1
    ?	3%	.	-7
COc1ccc(CCNc2ccc(C)cc2)cc1
    -25	5%	-15%	-2
COc1ccc(-c2nc(C#N)c(NC(C)C)o2)cc1
    1	-9%	-6%	-9
O=C(COc1ccccc1)NNC(=O)c1cc2ccccc2o1
    ?	4%	.	.
COC(=O)c1cc(OC)c(OC)cc1NC(=S)N1CCN(c2ccccc2)CC1
    37	1%	7%	10
Cc1cc2nc(C(F)(F)F)[nH]c(=O)n2n1
    28	0%	-7%	5
O=C(O)c1cccc(Cn2cc(Cl)cn2)c1
    12	1%	-9%	-5
